Compound activity as filed in PubChem.
PKA-R2B activ: activators of PKA-R2B holoenzyme, primary screen, biochemical, fluorescence polarization, Cy5-IP20, human. cAMP-dependent protein kinase catalytic subunit beta (Homo sapiens) + cAMP-dependent …. PKA-R2B holoenzyme dissociation; R2B truncated from residue 108, S112A mutant; 0% DMSO only, 100% 113 µM cGMP. activation, % at 11.4 µM. 340,000 compounds, 0.079% hits. AID 504700, 2011;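 active = activation above a cutoff set at the mean over all compounds plus 3 SD, cut at about 18% in these data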;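 also: higher means more holoenzyme dissociation and a rise in polarization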
Target sequence (P31323 whole entry, looked up, other chains not shown, the tested form may be a part): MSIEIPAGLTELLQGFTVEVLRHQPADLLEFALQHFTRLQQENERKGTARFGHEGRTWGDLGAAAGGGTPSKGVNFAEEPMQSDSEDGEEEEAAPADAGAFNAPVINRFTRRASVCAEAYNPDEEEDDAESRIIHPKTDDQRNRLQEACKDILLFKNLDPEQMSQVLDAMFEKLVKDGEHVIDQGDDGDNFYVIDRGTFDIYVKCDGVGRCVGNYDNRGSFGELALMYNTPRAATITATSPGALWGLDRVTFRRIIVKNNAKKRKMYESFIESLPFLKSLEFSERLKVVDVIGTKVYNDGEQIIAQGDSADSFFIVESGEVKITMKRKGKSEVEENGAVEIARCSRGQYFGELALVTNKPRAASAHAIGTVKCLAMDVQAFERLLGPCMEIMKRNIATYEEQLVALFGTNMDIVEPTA
SR-BI uptake up: activators of SR-BI mediated DiI-HDL uptake, primary screen, ldlA[mSR-BI] CHO cells, DiI fluorescence | 3 h; 100 = double the neutral-control signal | activation, % at 12.5 µM | 320,000 compounds, 0.096% hits;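 active = mean replicate activation of at least 60% and every replicate at or above 60%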;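 also: 0% = median plate neutral-control signal and 100% = twice that signal; values of inactives mirror those of a sister screen read the other way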
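system = CHO ldlA[mSR-BI] cells, LDL receptor-null, SR-BI overexpressing | medium = Ham's F12 with 0.5% BSA, HEPES 25 mM, pH 7.4 | probe or stimulus = DiI-HDL 10 µg/mL | compound dosing = single-point compound dose | incubation = compound exposure 3 h, 37 °C | technique = DiI fluorescence, bottom read | read-out = cell-associated DiI fluorescence as measure of HDL uptake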
SR-BI DiI inh: inhibitors of SR-BI mediated HDL lipid uptake, primary screen, ldlA[mSR-BI] cells, fluorescence, single point. inhibition, % at 12.5 µM. AID 488896, 2010. ldlA[mSR-BI] CHO cells, DiI-HDL uptake fluorescence, 3 h. 320,000 compounds, 0.96% hits. Scavenger receptor class B member 1 (Mus musculus), Q61009;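 active = mean replicate inhibition of at least 70% and a set share of replicates each scoring 70 or more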;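 also: 0% = median of neutral control wells and 100% = median of positive control wells; values of inactives mirror those of a sister screen read the other way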
Target sequence (Q61009 whole entry, looked up): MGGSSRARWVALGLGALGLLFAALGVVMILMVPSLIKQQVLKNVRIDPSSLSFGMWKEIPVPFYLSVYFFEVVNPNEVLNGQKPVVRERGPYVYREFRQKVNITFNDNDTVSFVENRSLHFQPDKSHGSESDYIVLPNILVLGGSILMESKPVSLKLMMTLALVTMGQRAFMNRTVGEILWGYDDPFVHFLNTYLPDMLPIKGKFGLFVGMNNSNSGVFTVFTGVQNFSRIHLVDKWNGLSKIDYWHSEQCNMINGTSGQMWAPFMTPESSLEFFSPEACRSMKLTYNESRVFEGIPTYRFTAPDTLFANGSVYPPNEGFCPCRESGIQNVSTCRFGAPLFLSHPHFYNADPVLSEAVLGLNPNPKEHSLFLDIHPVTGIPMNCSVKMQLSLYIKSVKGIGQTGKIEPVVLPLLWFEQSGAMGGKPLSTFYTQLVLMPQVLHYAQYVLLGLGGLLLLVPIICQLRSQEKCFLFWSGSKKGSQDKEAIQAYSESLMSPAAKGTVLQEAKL
Cardiac RTF inh: cardiac RTF calcium sensitivity inhibitors, primary screen, biochemical, IANBD-TnC fluorescence, EC70 calcium; Troponin I, cardiac muscle (Homo sapiens) + Troponin T, cardiac muscle (Homo sapiens) + …; IANBD-labeled cardiac RTF, Ca2+ fluorescence; inhibition, % at 7.15 µM; 340,000 compounds, 0.12% hits; AID 493244, 2011;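 active = inhibition above the mean inhibition of all tested compounds plus 3 SD, cut at about 17% in these data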;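 also: assay run at fixed EC70 calcium of 1.6 mM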
LANA DNA inh: inhibitors of KSHV C-LANA binding to DNA, primary screen, biochemical, fluorescence polarization, FAM-LBS DNA, MBP-C-LANA, single point. 340,000 compounds, 0.078% hits. AID 504423, 2011. inhibition, % at 9 µM;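 active = highest replicate inhibition at or above 60% at 9 µM, even if other replicates fall short; inactive = all replicates below 60% inhibition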;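 also: 0% = neutral control wells and 100% = 4 µM acridine orange control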
PvdQ acylase: P. aeruginosa PvdQ acylase inhibitors, primary screen, biochemical, fluorescence, plate reader and imaging, single point. PvdQ acylase [Pseudomonas aeruginosa LESB58]. purified PvdQ acylase. inhibition, % at 10 µM. 340,000 compounds, 0.063% hits. AID 488965, 2010; in the data active = inhibition above about 30%, passing the limit was not always enough;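 also: 0% = vehicle neutral wells and 100% = reference inhibitor wells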
NSD2 HMT inh: NSD2 histone methyltransferase inhibitors, primary screen, biochemical, AlphaScreen, single concentration, set 2 | 310,000 compounds, 0.54% hits | NSD2 peptide methylation, 120 min | Histone-lysine N-methyltransferase NSD2 (Homo sapiens), O96028 | inhibition, % at 12.5 µM; in the data active = inhibition above about 50%
Keap1 Nrf2 FP: Keap1-Nrf2 protein-protein interaction inhibitors, primary screen, biochemical, fluorescence polarization, single point. inhibition, % at 9.4 µM. 340,000 compounds, 0.15% hits. Keap1 Kelch-Nrf2 peptide fluorescence polarization, 1536-well; in the data active = inhibition above about 12%;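 also: human Keap1 Kelch domain with fluorescein labeled Nrf2 9mer peptide probe; 0% = neutral control wells and 100% = peptide positive control; higher means more block of Keap1 binding to Nrf2 peptide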
DAGLB inhibitor: DAGLB lipase inhibitors, primary screen, biochemical, fluorescence, HTS. HEK293T DAGLB membrane lysate, EnzChek fluorogenic substrate. inhibition, % at 5.17 µM. 340,000 compounds, 0.059% hits. AID 504411, 2011; in the data active = inhibition above about 34%;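 also: 0% = enzyme with vehicle and 100% = wells lacking enzyme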
Arrestin-AP2 inh: inhibitors of beta-arrestin/AP2 binding, primary screen, biochemical, GPCR trafficking, flow cytometry; beta-arrestin 1 C-terminal peptide binding to AP2 beta2-adaptin appendage (human); FITC-arrestin peptide / GST-AP2 beads; AP2 beta2 appendage carries R879A mutation; inhibition, % at 10 µM; 340,000 compounds, 0.31% hits;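 active = inhibition above a set limit, near 3 SD of compounds lacking own fluorescence, cut at about 54% in these data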;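 also: plate controls were DMSO wells for no effect and 5 µM unlabelled arrestin peptide for full effect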
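System: GST-tagged AP2 beta2-adaptin appendage (R879A) on 4 µm glutathione beads / Reagent: FITC-arrestin peptide, 50 nM / Detection: HyperCyt-sampled flow cytometry, FL1 channel, ex 488/em 535 nm / Timing: 12 min plus 1 h, RT / Buffer or medium: PBS plus Tween 20 (0.05%) and BSA (0.1%)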
Starred values were filed as active, the others as inactive; . = not tested or not shown.

1	Cc1ccccc1C(=O)c1c[nH]c(C(=O)NCCc2ccccn2)c1
2	CCOC(=O)CSc1nnc(CNC(=O)c2ccc(OC)cc2OC)n1C
3	COc1ccc(-c2nc3c(c4nnc(SC(C)C(=O)Nc5ccccc5)n24)COC(C)(C)C3)cc1 (configuration not stated)
4	CC(C)(C)c1ccc(S(=O)(=O)N2CCN(c3ccccn3)CC2)cc1
5	C/C(=N\Nc1nc(Nc2ccccc2)nc(N2CCOCC2)n1)c1cccs1
6	COc1ccc(-c2nnc(SCc3ncc(-c4ccccc4)o3)o2)cc1
7	CC(=O)c1cccc(S(=O)(=O)Nc2cc(C(F)(F)F)ccc2N2CCOCC2)c1
8	CCN(CC(=O)NCc1cccs1)C(=O)/C=C/c1cc(OC)ccc1OC

compound no.,1,2,3,4,5,6,7,8
PKA-R2B activ,-2,-9,1,-2,5,-21,-10,-3
SR-BI uptake up,9,25,9,49,-50,-4,.,-44
SR-BI DiI inh,-9,-25,-9,-49,50,4,12,44
Cardiac RTF inh,6,1,6,-8,-5,-4,-5,0
LANA DNA inh,0.0,0.8,-0.5,-1.6,0.6,0.5,-0.5,1.0
PvdQ acylase,4,15,9,-13,-14,-11,7,0
NSD2 HMT inh,-5,1,-1,-5,0,-6,1,-3
Keap1 Nrf2 FP,0,4,-4,-3,-3,-2,2,2
DAGLB inhibitor,-4,-2,-4,-1,-2,-4,-3,-5
Arrestin-AP2 inh,50,17,18,0,15,8,20,11

9	Cc1nc(=O)c(-c2ccccc2)c(C)n1CCO
10	CCCCOc1ccc(CN(CCO)CCO)cc1[N+](=O)[O-]
11	CCc1noc(C)c1C(=O)NCCc1ccc(Cl)cc1
12	CCN1CCN(C(=O)c2ccc(Cl)c(S(=O)(=O)N3CCCCC3)c2)CC1
13	COc1ccc2oc(=O)c(/C(N)=N/NC(=O)c3ccncc3)cc2c1
14	CCCCNc1c([N+](=O)[O-])c(=O)n(C)c2ccccc12
15	O=C(CC1NCCc2ccccc21)Nc1ccccc1 (configuration not stated)
16	CCNC(=O)/C(C#N)=C/c1c(N2CC(C)OC(C)C2)nc2ccccn2c1=O (configuration not stated)

compound no.,9,10,11,12,13,14,15,16
PKA-R2B activ,1,7,2,-7,-4,1,2,5
SR-BI uptake up,19,5,2,10,14,4,9,41
SR-BI DiI inh,-19,-5,-2,-10,-14,-4,-9,-41
Cardiac RTF inh,8,-1,-6,5,-2,-8,-15,-12
LANA DNA inh,0.4,-0.4,1.6,-2.2,2.7,-0.2,-1.1,2.2
PvdQ acylase,1,12,-10,-7,-5,-12,-12,-3
NSD2 HMT inh,11,-1,-4,6,2,7,2,-1
Keap1 Nrf2 FP,-1,-2,-2,-3,3,-8,3,-1
DAGLB inhibitor,-1,-3,0,3,0,-2,2,5
Arrestin-AP2 inh,-1,.,13,2,14,-4,-3,6

Grouped by structure: the compounds so far with four or more nitrogen atoms
2	CCOC(=O)CSc1nnc(CNC(=O)c2ccc(OC)cc2OC)n1C
3	COc1ccc(-c2nc3c(c4nnc(SC(C)C(=O)Nc5ccccc5)n24)COC(C)(C)C3)cc1 (configuration not stated)
5	C/C(=N\Nc1nc(Nc2ccccc2)nc(N2CCOCC2)n1)c1cccs1
13	COc1ccc2oc(=O)c(/C(N)=N/NC(=O)c3ccncc3)cc2c1
16	CCNC(=O)/C(C#N)=C/c1c(N2CC(C)OC(C)C2)nc2ccccn2c1=O (configuration not stated)

compound no.,2,3,5,13,16
PKA-R2B activ,-9,1,5,-4,5
SR-BI uptake up,25,9,-50,14,41
SR-BI DiI inh,-25,-9,50,-14,-41
Cardiac RTF inh,1,6,-5,-2,-12
LANA DNA inh,0.8,-0.5,0.6,2.7,2.2
PvdQ acylase,15,9,-14,-5,-3
NSD2 HMT inh,1,-1,0,2,-1
Keap1 Nrf2 FP,4,-4,-3,3,-1
DAGLB inhibitor,-2,-4,-2,0,5
Arrestin-AP2 inh,17,18,15,14,6

Other entries follow:
17	COc1ccc(-c2nn(-c3ccccc3)cc2C(=O)NC2CCC(C)CC2)cc1 (configuration not stated)
18	CCCNCc1cc(OC)c(OCC(=O)Nc2ccccc2)cc1Br
19	COc1ccc(CCNC2=NCC(C)S2)cc1 (configuration not stated)
20	COc1cc(CN(C)Cc2nc3cc(C(F)(F)F)ccc3c(=O)[nH]2)ccc1OC(F)F
21	COc1ccc2nc(N3C(=O)/C(=C/c4ccc(Cl)cc4)NC3=S)sc2c1
22	CCC(C)(C)n1nnnc1C(c1ccc(C)cc1)N1CCN(C(=O)c2ccco2)CC1 (configuration not stated)
23	COc1cc(/C=N/NC(=S)Nc2cccc(S(=O)(=O)N(C)C)c2)cc(OC)c1O
24	CS(=O)(=O)c1ccc2nc(NC(=O)CCC(=O)c3cccs3)sc2c1

compound no.,17,18,19,20,21,22,23,24
PKA-R2B activ,-4,-3,8,-6,-14,-8,-5,1
SR-BI uptake up,-50,-34,6,8,-18,-2,-1,14
SR-BI DiI inh,50,34,-6,-8,18,2,1,-14
Cardiac RTF inh,-4,-11,0,-9,-6,-5,-10,-2
LANA DNA inh,-0.5,-1.0,-2.2,0.1,-1.7,1.5,-0.9,2.3
PvdQ acylase,-5,-11,-13,-9,-8,-4,-1,-8
NSD2 HMT inh,-1,41,-1,-1,0,-3,-2,27
Keap1 Nrf2 FP,1,-7,-2,0,-2,-5,-6,-5
DAGLB inhibitor,0,-1,-2,-2,1,-1,0,5
Arrestin-AP2 inh,-4,3,23,-16,0,5,13,-3

25	CCOc1ccc(N2C(=O)CC(NCc3ccc(S(N)(=O)=O)cc3)C2=O)cc1 (configuration not stated)
26	C/C=C(/C)C(=O)O[C@H]1[C@@H](O)c2c(ccc3ccc(=O)oc23)OC1(C)C
27	Cc1cc(C(=O)N2CCN(Cc3ccc4c(c3)OCO4)CC2)cs1
28	Nc1nc(SCc2ccc(Cl)cc2)[nH]c(=O)c1-c1ccccc1
29	CCCN1CCN(C(=O)c2cn(CC(C)C)c(=O)c3cc(OC)c(OC)cc23)CC1
30	N#CC/C(N)=N/Nc1nc2ccccc2nc1Cc1ccccc1
31	C=CCOc1c(CNc2ccc(C(=O)O)cc2)cccc1OCC
32	CCOC(=O)c1ccc(NC(=O)CCNc2c(N3CCCC3)c(=O)c2=O)cc1

compound no.,25,26,27,28,29,30,31,32
PKA-R2B activ,-3,0,3,-1,2,-13,4,-14
SR-BI uptake up,.,16,7,3,-3,-45,-20,-22
SR-BI DiI inh,.,-16,-7,-3,3,45,20,22
Cardiac RTF inh,3,3,-2,-2,-5,2,-6,-4
LANA DNA inh,-1.8,1.0,-0.4,-2.0,0.2,3.1,1.1,0.8
PvdQ acylase,-1,-9,-4,7,-13,10,-7,1
NSD2 HMT inh,.,.,2,2,1,0,0,-1
Keap1 Nrf2 FP,-4,-7,0,-7,-6,-5,5,-2
DAGLB inhibitor,1,0,1,3,0,4,2,-1
Arrestin-AP2 inh,-9,12,5,8,-11,13,2,20

33	COc1ccc(CN(CC(=O)NC2CCCC2)C(=O)CCC(=O)Nc2nccs2)cc1
34	COc1ccc(OCC(O)CNC2CCCC2)cc1 (configuration not stated)
35	CCOc1ccc(N2CC(=O)N/C2=N\c2nc(C)cc(C)n2)cc1
36	COc1ccc(C(=O)NCCCn2nc(C)cc2C)cc1S(=O)(=O)N1CCOCC1
37	CCCCn1c(SC(C)C(N)=O)nc2cc(C(=O)OC)ccc2c1=O (configuration not stated)
38	COc1ccc(CCNC(=O)C(=O)NCC2OCCN2C(=O)c2ccc(Cl)cc2)cc1 (configuration not stated)
39	CC1(C)OC(=O)C(=C2CCCN2)C(=O)O1
40	CCOc1ccc(N(C)S(=O)(=O)c2c[nH]c(C(=O)OC)c2)cc1

compound no.,33,34,35,36,37,38,39,40
PKA-R2B activ,-11,7,0,5,-1,-8,0,20*
SR-BI uptake up,.,0,20,-19,-2,.,29,2
SR-BI DiI inh,.,0,-20,19,2,14,-29,-2
Cardiac RTF inh,10,-5,-4,5,-21,4,9,0
LANA DNA inh,0.8,-1.3,0.8,2.0,0.2,0.4,-1.1,-0.2
PvdQ acylase,7,-21,-7,-11,3,1,-6,-18
NSD2 HMT inh,2,6,0,-1,-60,-6,0,0
Keap1 Nrf2 FP,3,0,-5,-2,-4,0,-3,0
DAGLB inhibitor,-3,1,-3,2,4,-2,-6,0
Arrestin-AP2 inh,27,4,2,-2,9,20,3,0

41	COCC(C)NC(=O)c1cc(-c2cccc(OC)c2)on1 (configuration not stated)
42	CCCCC(=O)Nc1ccc(NC(=O)CCCC)nc1
43	Cc1cc(OCn2ccc(C(=O)O)n2)ccc1Cl
44	CCSc1nc2c(c(=O)[nH]1)C(c1cccnc1)C(C(=O)OC)=C(C)N2 (configuration not stated)
45	COCCN(C(=O)COC(=O)Cc1ccc(Cl)cc1Cl)c1c(N)n(Cc2ccccc2)c(=O)[nH]c1=O
46	Cc1nc(C)c(C(=O)C2=C(O)C(=O)N(CCN(C)C)C2c2ccco2)s1 (configuration not stated)
47	CCOC(=O)C1CCN(C(=O)c2cc3cc4cc(OC)ccc4nc3o2)CC1
48	CCOC(=O)C1CCN(S(=O)(=O)c2ccc(OC)c(OC)c2)CC1

compound no.,41,42,43,44,45,46,47,48
PKA-R2B activ,1,2,-15,3,4,6,-5,-2
SR-BI uptake up,-10,.,25,23,-13,-2,27,-7
SR-BI DiI inh,10,.,-25,-23,13,2,-27,7
Cardiac RTF inh,3,-11,0,-4,1,8,-5,-6
LANA DNA inh,-0.3,-0.1,0.4,0.3,0.1,1.1,-0.4,0.0
PvdQ acylase,-4,-13,-19,-6,-17,-3,-3,1
NSD2 HMT inh,2,-3,-3,-2,2,-1,-10,44
Keap1 Nrf2 FP,-4,-1,-3,0,-2,1,1,7
DAGLB inhibitor,-3,3,0,2,2,-1,-1,1
Arrestin-AP2 inh,-2,-1,3,10,-5,0,20,-1
